Source: PubChem (Sanford-Burnham Center for Chemical Genomics)
Gli-Sufu antag: antagonists of Gli-Sufu signaling; Sufu-KO-LIGHT fibroblasts, Gli luciferase reporter luminescence; inhibition, % at 5 µM; actives 0.74% (n = 340,000);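 active means inhibition above about 55%, limit read from the data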;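 further: 0% = DMSO-treated cells and 100% = wells with medium but no cells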
EBI2 antag: EBI2 (human) antagonism | P32249 | inhibition, % at 5 µM | actives 0.81% (n = 360,000) | EBI2 beta-arrestin recruitment, luminescence, 7a,25-OHC stimulated; in the data active means inhibition above about 38%;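 further: enzyme fragment complementation signal reports receptor beta-arrestin coupling in cells; 0% = agonist plus DMSO wells and 100% = wells without agonist; some results beyond the cut were filed as inactive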
CCR6 antagonist: antagonists of human CCR6 receptor; AID 493098; actives 0.49% (n = 340,000); inhibition, % at 20 µM; CHO-K1 CCR6 PathHunter beta-arrestin, luminescence, CCL20-stimulated; P51684;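 active means compounds whose inhibition of the agonist-driven luminescence signal at 20 µM reaches about 50%, limit read from the data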;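 further: cells stimulated with CCL20 at 14 nM final; plate controls were DMSO with CCL20 for no effect and DMSO without agonist for full effect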
XBP1 UPR activ: adaptive UPR (XBP1) activation | actives 0.33% (n = 330,000) | CHO-XBP1 luciferase reporter, IRE1-XBP1 UPR activation, luminescence; percent of tunicamycin response, DMSO as zero | activation, % at 20 µM | AID 463104;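 active means versus positive control, 20 µM dose yields 30% or more activation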;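 further: 100% = tunicamycin at 10 µg/mL and 0% = DMSO only wells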
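assay system = CHO-XBP1 luciferase reporter cells | amount = 1000 cells/well | buffer or medium = F12 plus 10% FBS | compound dosing = single point, 20 µM final compound, 1% DMSO | incubation = 16-18 h cell attachment at 37 °C, then 6 h compound exposure | detection = Steady-Glo luminescence read | controls = tunicamycin 10 µg/mL and vehicle-only wells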
UPR CHOP act: activators of apoptotic arm of unfolded protein response (CHOP). CHO-CHOP luciferase reporter, UPR activation, luminescence; percent of tunicamycin response over DMSO baseline. activation, % at 10 µM. actives 0.34% (n = 330,000). AID 449763;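 active means at 10 µM dose, activation of 40% or more, normalized to positive control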;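 further: 100% = tunicamycin at 10 µg/mL and 0% = DMSO alone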
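System: CHO CHOP reporter cells. Amount: 500 cells per well. Buffer or medium: F12 medium, 10% FBS. Compound dosing: one dose, 10 µM in 0.5% DMSO. Incubation: 6 h compound exposure at 37 °C after overnight seeding. Technique: Steady-Glo luciferase luminescence. Benchmarks: tunicamycin and DMSO controls.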
CXCR6 inh: CXCR6 (human) receptor inhibition. O00574. CHO-K1 PathHunter CXCR6 beta-arrestin, luminescence. inhibition, % at 20 µM. actives 0.36% (n = 360,000). AID 602244; in the data active means inhibition above about 34%, passing the limit was not always enough;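 further: antagonist mode with CXCL16 agonist at 10 nM final; 0% = 10 nM CXCL16 with DMSO and 100% = unstimulated wells without agonist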
Jurkat NFkB inh: inhibitors of the PMA/ionomycin-induced NF-kB reporter in Jurkat cells | PMA/ionomycin-induced NF-kB luciferase reporter, luminescence | inhibition, % at 4 µM | actives 0.53% (n = 330,000) | AID 435003; in the data active means inhibition above about 50%
697 NFkB inh: lowers PMA/ionomycin-induced NF-kB signal in 697 B cells; 697 B-cell NF-kB luciferase reporter, 16 h; inhibition, % at 4 µM; actives 0.33% (n = 330,000); in the data active means inhibition above about 35%
Mdm2-MdmX inh: inhibitors of human Mdm2/MdmX interaction | SaOS-2 split-luciferase Mdm2/MdmX complementation, luminescence | inhibition, % at 8 µM | actives 3% (n = 330,000) | AID 485346;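 active means inhibition of at least 50% at 8 µM in the primary screen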
Numbers without * were called inactive; . = not tested or not shown.

No.	SMILES	Gli-Sufu antag	EBI2 antag	CCR6 antagonist	XBP1 UPR activ	UPR CHOP act	CXCR6 inh	Jurkat NFkB inh	697 NFkB inh	Mdm2-MdmX inh
1	COCCN(C(=O)Cn1nnc2ccccc21)C(C(=O)NC1CCCC1)c1ccc(OC)cc1OC (stereo unspecified)	21	4	0	1	-1.1	6	-5	9	9
2	CCCc1cc(=O)oc2cc(OCC(=O)NCc3cccs3)ccc12	30	4	12	1	-0.6	-3	2	-1	-33
3	Cc1ccc(C(=O)Nc2ccc3ccccc3c2)cc1	-166	42	3	-11	-6.8	-3	-112	-368	-53
4	CC1CCN(c2ccc(C(=O)O)cc2N)CC1	-4	-3	5	-2	0.0	-9	-4	2	9
5	O=C(NCCCN1CCN(c2ccc(F)cc2)CC1)C1CCCN(c2ncnc3c2nc2n3CCCCC2)C1 (stereo unspecified)	15	1	6	-3	0.9	-2	16	-21	21
6	CCOC(=O)CNC(=O)C1CCCN(c2ncccn2)C1 (stereo unspecified)	39	0	-2	2	-1.0	-6	-37	-12	1
7	CC(C)CC(=O)Nc1nnc(S(=O)(=O)N2CCc3ccccc32)s1	-2	-10	-1	-3	0.4	5	6	12	-21
8	CCOC(=O)C1=C(C)N=c2s/c(=C\c3cc(OC)c(OC)c(OC)c3)c(=O)n2C1/C=C/c1ccccc1 (stereo unspecified)	-31	-2	26	-1	3.6	4	-5	5	21

The closing six compounds of the section before lead into the next:
No.	SMILES	Gli-Sufu antag	EBI2 antag	CCR6 antagonist	XBP1 UPR activ	UPR CHOP act	CXCR6 inh	Jurkat NFkB inh	697 NFkB inh	Mdm2-MdmX inh
3	Cc1ccc(C(=O)Nc2ccc3ccccc3c2)cc1	-166	42	3	-11	-6.8	-3	-112	-368	-53
4	CC1CCN(c2ccc(C(=O)O)cc2N)CC1	-4	-3	5	-2	0.0	-9	-4	2	9
5	O=C(NCCCN1CCN(c2ccc(F)cc2)CC1)C1CCCN(c2ncnc3c2nc2n3CCCCC2)C1 (stereo unspecified)	15	1	6	-3	0.9	-2	16	-21	21
6	CCOC(=O)CNC(=O)C1CCCN(c2ncccn2)C1 (stereo unspecified)	39	0	-2	2	-1.0	-6	-37	-12	1
7	CC(C)CC(=O)Nc1nnc(S(=O)(=O)N2CCc3ccccc32)s1	-2	-10	-1	-3	0.4	5	6	12	-21
8	CCOC(=O)C1=C(C)N=c2s/c(=C\c3cc(OC)c(OC)c(OC)c3)c(=O)n2C1/C=C/c1ccccc1 (stereo unspecified)	-31	-2	26	-1	3.6	4	-5	5	21
9	Cc1ccc(C(C)C)c(OCC(=O)NN=C2CCCC2)c1	-5	13	-10	1	0.2	4	6	0	9
10	C=CCOC(=O)c1sc(NC(=O)c2ccc(OC)cc2)nc1C	-64	0	9	5	43*	-5	-54	-71	-3
11	COc1ccccc1-c1nnc(NC(=O)c2ccc(S(=O)(=O)N(C)Cc3ccccc3)cc2)o1	5	.	14	1	24	.	1	-94	17
12	O=C(COc1cccc(Cl)c1)Nc1cc(S(=O)(=O)N2CCOCC2)ccc1N1CCOCC1	9	-1	14	-1	-1.0	6	17	5	8
13	CCCCCC(=O)Nc1nc(C)c(-c2csc(Nc3cc(OC)ccc3OC)n2)s1	-2	0	-8	6	2.7	3	-7	-27	39
14	COc1cc(C(=O)OC(C)CN2CCCC2)cc(OC)c1OC (stereo unspecified)	2	-2	-3	-2	-0.7	-1	3	9	-16
15	O=c1c2ccccc2c(C=NC2CCN(Cc3ccccc3)CC2)c(O)n1Cc1ccc2c(c1)OCO2	.	.	.	0	0.4	.	2	11	19
16	CC(=O)c1cccc(NC(=O)COC(=O)c2ccc(S(C)(=O)=O)c([N+](=O)[O-])c2)c1	-4	-2	-6	-4	2.5	-4	9	27	15
17	Cc1cc(Br)c(NC(=O)CSc2n[nH]c(N)n2)c(Br)c1	-1	-20	3	0	-2.0	8	-10	16	5
18	COc1ccc(NC(=O)CCN2CCN(S(=O)(=O)c3cc(Cl)ccc3OC)CC2)cc1	7	8	-14	-1	-2.1	-9	9	-5	28
19	O=C(O)CCNc1nc(-c2ccccc2)nc2ccccc12	-5	-5	-6	-2	-1.0	-2	14	9	9
20	CCOc1ccc(N2C(=O)CC(Sc3ncccn3)C2=O)cc1 (stereo unspecified)	5	-9	3	-1	-0.5	-7	21	-8	1
21	CC(=O)Nc1ccc(Nc2ncnc3c2nnn3Cc2ccccc2Cl)cc1	14	-12	10	3	-0.9	-10	2	0	0
22	COc1ccc(NC(=O)CNC(=O)c2ccco2)cc1S(=O)(=O)Nc1cc(C)ccc1Br	-1	7	2	-4	-0.8	8	-2	6	15
23	O/N=C/c1ccc(OCc2ccccc2F)c(Cl)c1	-92	2	10	4	3.9	5	-125	-126	-179
24	Cc1cccc(/C=N\NC(=O)c2ccc(Cl)cc2)c1O	36	32	-2	2	7.2	-4	-13	-186	30
25	COc1cc(OC)cc(C2C(C#N)=C(N)Oc3n[nH]c(-c4cccnc4)c32)c1 (stereo unspecified)	-1	-14	4	-3	-1.6	6	3	5	12
26	C=CCc1cccc(/C=N/NC(=O)c2ccccc2Br)c1O	6	6	-1	3	0.5	-20	6	3	38
27	Cc1cc(=O)n2nc(N3CCC(C(=O)N4CCN(c5ccccc5)CC4)CC3)sc2n1	6	-9	4	-6	1.0	0	8	11	22

Structures listed so far that have two or more sulfur atoms:
No.	SMILES	Gli-Sufu antag	EBI2 antag	CCR6 antagonist	XBP1 UPR activ	UPR CHOP act	CXCR6 inh	Jurkat NFkB inh	697 NFkB inh	Mdm2-MdmX inh
7	CC(C)CC(=O)Nc1nnc(S(=O)(=O)N2CCc3ccccc32)s1	-2	-10	-1	-3	0.4	5	6	12	-21
13	CCCCCC(=O)Nc1nc(C)c(-c2csc(Nc3cc(OC)ccc3OC)n2)s1	-2	0	-8	6	2.7	3	-7	-27	39

Taken from above:
Under EBI2 antag, #1 is listed with 4
Under XBP1 UPR activ, #13 is listed with 6
Under CXCR6 inh, #9 is listed with 4
Under XBP1 UPR activ, #20 is listed with -1
Under CXCR6 inh, #6 is listed with -6
